# Screens from PubChem BioAssay.
# AID2073: disruptors of CaV2.2 binding to Mint1 – biochemical, HTRF (AID 2073); HTRF protein-protein interaction, Mint1-CaV2.2; higher % means a stronger effect; inhibition, % at 20 µM; hits with a dose series show IC50 in µM; hit rate 0.19% among 290,000; in the data active = inhibition mostly above about 51%, no sharp cut-off; note: some results filed as inactive read as strong as hits
# P. falciparum M17LAP: P. falciparum M17LAP inhibitors, primary screen, biochemical, fluorogenic H-Leu-NHMec substrate, 1536-well (AID 1619). inhibition, % at 30 µM; hits with a dose series show IC50 in µM. recombinant M17LAP, H-Leu-NHMec fluorogenic kinetic assay; higher % means a stronger effect. hit rate 0.38% among 220,000;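 active = compound inhibiting the enzyme by more than half at any dose during confirmatory dose-response retesting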;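 note: plate controls were full reaction with DMSO carrier for no effect and no enzyme background for full effect; strong numbers were not always called active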
# XIAP displacement: XIAP antagonists, biochemical, IAP family, fluorescence polarization (AID 1018); hit rate 0.007% among 200,000; displacement, % at 20 µM, or IC50 in µM where a hit was titrated; XIAP BIR domain, fluorescence polarization peptide displacement; higher % means a stronger effect; in the data active = displacement above about 50%; note: a part of the inactive calls stands beside numbers as strong as those of hits
# CSM14.1 death rescue: rescue of cells from ER stress-induced death, primary screen, 384-well, CSM14.1, thapsigargin, ATP luminescence (AID 1222); CSM14.1 thapsigargin-induced death rescue, ATP luminescence; higher % means a stronger effect; cellular ATP content (survival), % at 20 µM; hits with a dose series show EC50 in µM; 190,000 tested, under 10 active;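 active = EC50 below 50 µM in the dose-response confirmation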;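 note: death triggered by thapsigargin at about 15 µM added after 2 h compound pretreatment; cell ATP read after overnight thapsigargin exposure of roughly 18 to 22 hours; normalized against plate controls of thapsigargin alone and 5% DMSO vehicle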
# Hep lipid drop: modulators of hepatic lipid droplet formation; AML12 mouse hepatocytes, oleate lipid droplets, BODIPY imaging; inhibition, % at 6.5 µM; hit rate 0.4% among 240,000; AID 1656;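 active = lipid droplet intensity inhibited by at least 50%, with more than 500 cells counted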
#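 System: AML12 hepatocytes (mouse). Probe or stimulus: oleic acid at 100 µM to induce lipid droplet formation. Times: overnight treatment with compound plus oleate. Detection: Image-based BODIPY and DAPI two-channel analysis. Evaluation: percent inhibition of filter-corrected integrated lipid droplet intensity per well.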
# NOD2 inhibition: NOD2 signaling inhibitors, cell-based, luminescence, uHTS, HEK293 (AID 1566). hit rate 0.63% among 290,000. HEK293 NOD2/NF-kB luciferase reporter, luminescence; higher % means a stronger effect. inhibition, % at 4 µM; hits with a dose series show EC50 in µM; note: many of its hits are not listed in these tables
# LYP phosphatase: PTPN22 lymphoid phosphatase activity blockers – biochemical, fluorescence intensity, uHTS (AID 1779) | recombinant LYP phosphatase, fluorescence intensity; higher % means a stronger effect | inhibition, % at 11.5 µM, or IC50 in µM where a hit was titrated | hit rate 0.054% among 290,000;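 note: plate controls were vehicle with enzyme for no effect and no enzyme for full effect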
# Siah-1 displacement: blockers of Siah-1 interaction with plectin peptide – biochemical, fluorescence polarization, rhodamine-plectin, uHTS, primary screen (AID 1817). hit rate 0.02% among 290,000. one-dose displacement, % at 20 µM; IC50 in µM for titrated hits. Siah-1 / rhodamine-plectin peptide fluorescence polarization; higher % means a stronger effect;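 active = displacement of at least 50% at 20 µM, with a fluorescence ratio check between 0.3 and a set limit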;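 note: plate controls were Siah plus tracer with DMSO for no effect and tracer alone without Siah for full effect; strong numbers were not always called active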
# P. falciparum M1AAP: P. falciparum M1AAP inhibitors, biochemical, fluorogenic H-Leu-NHMec substrate, 1536-well (AID 1445); recombinant M1AAP, H-Leu-NHMec fluorogenic kinetic assay; higher % means a stronger effect; one-dose inhibition, % at 30 µM; IC50 in µM for titrated hits; hit rate 0.42% among 220,000;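 active = primary inhibition above the hit cutoff, then over 50% inhibition at one or more dose response concentrations, cut at about 23% in these data, passing the limit was not always enough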;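 note: plate controls were DMSO full reaction for no effect and no enzyme background for full effect; strong numbers were not always called active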
# Hep lipid drop cells 6.5 µM: second read-out of Hep lipid drop, no call of its own (marks repeat the call); cell count; measured here: cell count, cytotoxicity flag;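 cells counted across two imaged fields per well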
# Numbers without * were called inactive; · = not tested or not shown. Cut-off read from the data, not from the text of the source, unless noted: active = inhibition above about 50%; inactive = the rest. An excerpt; rates above refer to the full screens.
mol	AID2073	P. falciparum M17LAP	XIAP displacement	CSM14.1 death rescue	Hep lipid drop	Hep lipid drop cells 6.5 µM	NOD2 inhibition	LYP phosphatase	Siah-1 displacement	P. falciparum M1AAP
N/C(=N\OC(=O)Nc1ccccc1)c1ncc(C(F)(F)F)cc1Cl	-0.8%	4.6%	-10.8%	-0.8%	11.1	816	-9.5%	-9.8%	0.3%	-1.9%
CCCn1c(SCC(=O)NC2CCCCC2)nnc1-c1ccncc1	-5.4%	4.1%	-1.8%	-1.2%	·	·	12.6%	-4.4%	0.2%	-4.2%
COc1ccccc1N/C(=N/c1nc(C)cc(C)n1)NC(C)=O	3.6%	-3.4%	-7.8%	-0.3%	·	·	3.6%	-3.4%	2.5%	-7.9%
CC(CN1CCC(n2nccc2NC(=O)C2CCCC2)CC1)c1ccccc1 (stereo unspecified)	9.8%	·	·	·	-2.5	831	11.6%	-10.7%	7.9%	·
Cc1ccccc1NC(=O)CCCNC(=O)c1ccc(Cl)cc1	5.8%	·	·	·	-2.8	819	-8.1%	-8.5%	-2.7%	·
O=S(=O)(CCSc1nc2ccccc2o1)c1nc2ccccc2s1	-4.8%	7.2%	-15.9%	1.2%	-1.2	708	7.2%	-1.7%	-0.2%	11.5%
CNC(=S)N1CCc2ccccc2C1	-19.4%	-8.1%	4.8%	-2.2%	-0.3	684	17.4%	-0.7%	3.9%	6.3%
C=CCN1C(=O)C2(OCCCO2)c2cc(CCCC)ccc21	5.3%	·	·	·	4.7	802	4.9%	-9.5%	1.4%	·
C[N+](C)(C)C/C=C1/COCO1	-7.3%	-8.3%	-3.9%	2.3%	·	·	-3.1%	-6.3%	-1.7%	30.7%
O=C(N/N=C/c1ccc[nH]1)c1cccc([N+](=O)[O-])c1	-3.6%	10.1%	-7.3%	-2.0%	-15.0	338	22.3%	-4.9%	2.7%	9.6%
CC1(C)CC2CC(C)(CN2C(=O)COC(=O)Cn2[nH]c(=O)c3ccccc3c2=O)C1 (stereo unspecified)	-9.8%	14.4%	-4.7%	·	·	·	8.8%	2.1%	0.8%	18.7%
CCCCN(CCCC)S(=O)(=O)c1ccc2oc(C(=O)N3CCOCC3)c(C)c2c1	14.1%	3.6%	-6.2%	0.5%	·	·	13.7%	-2.4%	-0.6%	13.3%
Nc1nc(NCCOCCO)nc(N2CCCCCC2)c1[N+](=O)[O-]	-3.2%	·	·	·	-3.8	774	5.6%	-1.8%	10.9%	·
CC(C)/C=C/C(=O)N1CCC(N2CCC(C(=O)NCc3ccccn3)CC2)CC1	4.5%	·	·	·	-3.4	697	7.3%	-16.4%	-3.9%	·
COc1cccc(CN2CCNC(=O)C2CC(=O)NCCCC2CCCC2)c1OC (stereo unspecified)	2.1%	·	·	·	-1.2	871	8.9%	-11.0%	-3.3%	·
O=C1CC(N2CCN(c3cccc(C(F)(F)F)c3)CC2)C(=O)N1c1ccccc1 (stereo unspecified)	7.2%	-3.2%	-2.0%	-1.6%	-18.5	729	4.8%	3.5%	5.9%	5.5%
COc1ccc(C)cc1NC(=O)n1ncc2c(C)cccc21	15.1%	·	·	·	-7.5	821	15.5%	-3.9%	-1.7%	·
Cc1ccc[n+](CC(=O)Nc2cccc(Cl)c2)c1	13.5%	·	·	·	-2.8	785	13.2%	-3.5%	-0.7%	·
Cc1ccc(S(=O)(=O)c2ccccc2)cc1S(=O)(=O)N1CCOCC1	1.3%	8.9%	-8.9%	0.1%	0.2	701	26.0%	-7.8%	-4.2%	-5.2%
Clc1cccc(Oc2cnns2)c1Cl	-0.5%	0.9%	-8.6%	-0.6%	·	·	5.7%	-4.6%	0.0%	14.7%
Cn1cccc1C1Nc2ccccc2NC2=C1C(=O)CC(C)(C)C2 (stereo unspecified)	19.3%	-0.4%	-0.8%	-1.1%	7.2	744	0.6%	0.6%	2.9%	5.0%
COc1ccc(C(=O)N/C(=C/c2cccs2)c2nc3ccccc3[nH]2)cc1OC	6.9%	-18.1%	-1.7%	2.0%	-4.0	562	-2.7%	-6.4%	3.6%	13.1%
COc1ccc(C(=O)N2CCN(c3cnn(-c4ccccc4)c(=O)c3Cl)CC2)cc1	0.3%	-2.0%	-7.1%	11.6%	16.5	709	8.7%	1.3%	4.4%	6.4%
COc1ccc(OC)c(NC(=O)CN(c2ccc(C(C)C)cc2)S(=O)(=O)c2c(C)noc2C)c1	-5.3%	-5.8%	-3.5%	0.6%	·	·	7.9%	1.6%	3.0%	3.0%
O=C(CN(c1ccc(F)cc1)S(=O)(=O)c1ccc2c(c1)OCCO2)Nc1cccnc1	0.7%	-1.9%	-7.1%	-5.2%	-12.2	730	-7.5%	0.0%	-1.6%	9.5%
Cc1ccc(NC(=O)c2ccc(OC(F)(F)F)cc2)cc1S(=O)(=O)N(C)C	0.7%	3.4%	-5.7%	-0.3%	-1.0	731	33.1%	-2.4%	4.6%	3.6%
O=C(Cc1cccs1)Nc1nc(-c2ccc(F)cc2F)cs1	-8.8%	6.6%	-1.7%	-0.8%	7.9	789	-5.5%	1.3%	2.5%	9.7%
Cc1cc(-c2csc(N)n2)c(C)n1CCc1ccccc1	36.6%	5.4%	-3.3%	2.2%	16.4	791	9.8%	-4.3%	12.0%	12.6%
Cc1ccc2nc(NC(=O)c3cc(-c4ccco4)nc4ccccc34)sc2c1	52.4%	3.4%	-14.8%	-1.8%	-1.5	560	9.7%	12.4%	35.7%	1.8%
CC(/C=N/n1c(COc2ccccc2)n[nH]c1=S)=C\c1ccco1	-2.5%	0.6%	·	·	-7.8	737	-1.4%	-1.9%	12.0%	14.0%
COc1cc2ccccc2cc1C(=O)NC(=S)Nc1nnn(C)n1	-2.4%	9.7%	-2.6%	-0.9%	33.2	580	4.1%	3.5%	1.3%	0.8%
CC(C)OC(=O)CC12CN(C)CC(CC(=O)OC(C)C)(CN(C)C1)C2=O	-10.9%	-9.7%	-2.0%	1.5%	·	·	-12.1%	-8.1%	-2.8%	-1.8%

# Among those listed so far, these have a thiophene ring, fused or not:
mol	AID2073	P. falciparum M17LAP	XIAP displacement	CSM14.1 death rescue	Hep lipid drop	Hep lipid drop cells 6.5 µM	NOD2 inhibition	LYP phosphatase	Siah-1 displacement	P. falciparum M1AAP
COc1ccc(C(=O)N/C(=C/c2cccs2)c2nc3ccccc3[nH]2)cc1OC	6.9%	-18.1%	-1.7%	2.0%	-4.0	562	-2.7%	-6.4%	3.6%	13.1%
O=C(Cc1cccs1)Nc1nc(-c2ccc(F)cc2F)cs1	-8.8%	6.6%	-1.7%	-0.8%	7.9	789	-5.5%	1.3%	2.5%	9.7%

# The results go on.
mol	AID2073	P. falciparum M17LAP	XIAP displacement	CSM14.1 death rescue	Hep lipid drop	Hep lipid drop cells 6.5 µM	NOD2 inhibition	LYP phosphatase	Siah-1 displacement	P. falciparum M1AAP
CSc1ccc(Cl)c(C(=O)N2CCOc3ccccc32)c1	-1.9%	·	·	·	-5.8	844	6.4%	-11.2%	-7.6%	·
CCCc1nc(SCC(=O)N2CCCCCC2)c2c(=O)n(C)c(=O)n(C)c2n1	6.8%	·	·	·	-6.5	682	20.3%	-3.0%	0.1%	·
CCCCNC(=O)CCc1nc2cccnc2n1Cc1ccc(OC)cc1	-7.4%	-2.2%	1.5%	-0.5%	-3.4	816	-3.1%	-7.0%	2.7%	2.3%
Cc1cc(C)nc(SCC(=O)N/N=C/c2ccc3c(c2)OCO3)n1	8.9%	·	·	·	18.9	719	-7.6%	-3.4%	4.3%	·
Cc1ccc(-n2c(Cc3ccccc3)n[nH]c2=S)cc1	-24.6%	-4.7%	-5.7%	-2.0%	·	·	2.6%	-2.2%	-0.9%	-2.2%
COc1ccc(C2C3=C(CC(C)(C)CC3=O)Nc3c2c(=O)[nH]c(=O)n3Cc2ccccc2)cc1OC (stereo unspecified)	4.9%	14.0%	-7.2%	-2.1%	-1.4	598	11.5%	-0.7%	-0.4%	6.4%
COc1ccc(/C=C/C(=O)c2ccccc2O)cc1CN1CCOCC1	-3.2%	-5.4%	-4.7%	-1.2%	-22.0	745	-6.5%	-10.1%	0.9%	0.1%
CCC(Oc1ccccc1)C(=O)N(Cc1ccccc1)c1ccccn1 (stereo unspecified)	-1.4%	3.7%	-4.3%	1.6%	-11.9	636	9.7%	-0.6%	4.4%	4.7%
CCOC(=O)c1c(NC(=O)C(C)Sc2cn(C)c3ccccc23)sc2c1CCC2 (stereo unspecified)	17.9%	-5.4%	-6.8%	6.3%	-0.5	745	15.3%	-7.0%	-2.6%	-0.9%
O=C(Cn1c(-c2ccccc2Cl)nc2ccccc21)Nc1cccc(Cl)c1	2.1%	2.3%	-13.0%	-1.4%	-1.7	578	-12.2%	5.4%	3.3%	4.0%
Cc1cccc(NC(=O)CSc2nnc(-c3ccncc3)n2C)c1	0.8%	-3.1%	-2.1%	0.2%	·	·	7.0%	-7.7%	-5.5%	-2.5%
CN(CC(=O)Nc1ccc(F)cc1)C(=O)c1ccncc1	2.4%	·	·	·	13.6	722	12.9%	-11.9%	-3.7%	·
O=C(O)Cc1ccc(NS(=O)(=O)c2ccc3ccccc3c2)cc1	1.9%	·	·	·	·	·	11.2%	-9.8%	5.7%	·
OCCC1CN(Cc2cnc(N3CCCC3)s2)CCN1C1CCCC1 (stereo unspecified)	-5.4%	3.9%	-6.8%	-0.4%	-3.3	663	8.4%	-7.0%	3.1%	-0.6%
CCOc1ncccc1C(=O)OCC(=O)N1CCc2ccccc21	5.4%	-1.7%	-0.8%	-0.2%	-17.9	685	4.3%	4.8%	-0.9%	5.4%
Cc1ccc(N2CC(C(=O)N3CCOCC3)CC2=O)cc1Cl (stereo unspecified)	-1.6%	·	·	·	-12.8	811	-3.3%	-4.6%	-3.3%	·
Cc1ccc(S(=O)(=O)N(CCC#N)CCN2CCCC2)cc1	12.4%	7.9%	-4.7%	2.4%	·	·	14.2%	-5.1%	3.2%	6.0%
CCOC(=O)c1c(NC(=S)NC(=O)/C=C/c2cccs2)sc(C)c1C	-8.6%	-7.9%	-11.4%	-1.6%	0.7	683	5.8%	-1.6%	-4.1%	-0.4%
CCCc1cc(=O)[nH]c(SCC(=O)N(CC)Cc2ccccc2)n1	4.9%	26.1%	-4.5%	-9.1%	·	·	1.7%	-6.0%	1.6%	9.0%
CC(C)c1nc2ccc(NC(=O)C34CC5CC(CC(C5)C3)C4)cc2[nH]1	2.4%	0.6%	-5.4%	-1.3%	-3.9	756	8.2%	4.2%	3.3%	19.1%
CC12CS(=O)(=O)CC1SC(=S)N2Cc1ccccc1 (stereo unspecified)	2.2%	-2.9%	-3.8%	0.4%	-2.0	715	5.5%	-4.4%	11.5%	-1.1%
c1ccc(N2CCN(Cc3nc4ccccc4[nH]3)CC2)nc1	9.4%	·	·	·	26.4	790	5.4%	-7.8%	3.6%	·
